hIAP act: increases human intestinal alkaline phosphatase activity. AID 2524. purified human IAP, CDP-Star luminescence, 30 min; stronger effect = higher value; 1 = vehicle-only enzyme, 0 = enzyme-free background. hit rate 0.16% among 330,000. activation factor at 10 µM;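 active means activation factor of the enzyme at least 2-fold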; further: the source names both 10 and 20 µM as test concentration; values of inactives mirror those of a sister screen read the other way
Target sequence (P09923 whole entry, looked up): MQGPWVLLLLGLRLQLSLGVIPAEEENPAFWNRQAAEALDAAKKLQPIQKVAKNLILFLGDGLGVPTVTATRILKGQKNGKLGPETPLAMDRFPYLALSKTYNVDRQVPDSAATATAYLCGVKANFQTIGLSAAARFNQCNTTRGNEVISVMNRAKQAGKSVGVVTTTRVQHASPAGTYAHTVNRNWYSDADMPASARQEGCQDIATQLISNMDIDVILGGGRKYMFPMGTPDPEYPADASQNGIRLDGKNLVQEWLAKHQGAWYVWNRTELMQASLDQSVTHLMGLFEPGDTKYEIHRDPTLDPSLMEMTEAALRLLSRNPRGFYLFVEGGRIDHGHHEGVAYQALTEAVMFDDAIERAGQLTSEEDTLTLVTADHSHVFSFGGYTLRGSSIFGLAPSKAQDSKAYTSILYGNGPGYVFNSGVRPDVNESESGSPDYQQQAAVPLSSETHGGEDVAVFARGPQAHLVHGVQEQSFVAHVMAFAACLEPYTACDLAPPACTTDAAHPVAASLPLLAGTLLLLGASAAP
ATG4B inh: blocks human ATG4B protease cleavage of LC3 substrate | Q9Y4P1 | ATG4B cleavage of LC3-PLA2, NBD-HPC fluorescence, 1 h | inhibition, % at 8.33 µM | hit rate 0.51% among 340,000 | AID 504462; in the data active means inhibition above about 40%
Target sequence (Q9Y4P1 whole entry, looked up): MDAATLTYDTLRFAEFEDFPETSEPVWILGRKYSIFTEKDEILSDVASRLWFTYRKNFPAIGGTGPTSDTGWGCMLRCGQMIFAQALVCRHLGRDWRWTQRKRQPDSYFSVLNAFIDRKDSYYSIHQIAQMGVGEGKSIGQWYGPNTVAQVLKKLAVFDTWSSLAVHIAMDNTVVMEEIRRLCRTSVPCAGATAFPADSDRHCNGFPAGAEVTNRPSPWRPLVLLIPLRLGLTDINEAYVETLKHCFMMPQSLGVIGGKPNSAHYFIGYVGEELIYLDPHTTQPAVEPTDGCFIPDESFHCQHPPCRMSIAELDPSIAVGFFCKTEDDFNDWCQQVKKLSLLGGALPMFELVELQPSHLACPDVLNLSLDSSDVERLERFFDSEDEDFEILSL
NALP3 yeast inh: blocks the NALP3 inflammasome reconstituted in yeast | Yeast reconstituted NLRP3/ASC/caspase-1, beta-gal luminescence, 24 h | inhibition, % at 10 µM | hit rate 0.39% among 330,000;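 active means inhibition of 50% or more; inactive means inhibition below 50%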;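 further: plate controls were induced DMSO wells for no effect and uninduced yeast grown without galactose for full effect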
Apaf-1 inh: inhibitors of human Apaf-1 apoptosome; O14727; reconstituted apoptosome caspase-3 activity, DEVD-Rh110 fluorescence; inhibition, % at 20 µM; hit rate 0.71% among 330,000; active means inhibition of at least 40% at 20 µM;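 further: plate controls were DMSO wells for no effect and DEVD-CHO caspase inhibitor wells for full effect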
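Material: reconstituted apoptosome with Apaf-1, cytochrome c, caspase-9, procaspase-3, dATP / Buffer or medium: pH 7.5 Hepes buffer with CHAPS, BSA, DTT / Also added: cytochrome c with DEVD-Rh110 / Schedule: compound with Apaf-1, dATP, procaspase-3 30 min, then 50 min reaction, room temperature / Technique: rhodamine 110 fluorescence at Ex 480/Em 540 nm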
tim10-1 inh: tim10-1 yeast growth inhibition; S. cerevisiae tim10-1 ts strain growth, BacTiter-Glo, 24 h; inhibition, % at 20 µM; hit rate 2.2% among 330,000; AID 463190;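 active means inhibition of at least 40%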;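 further: mutant grown at 25 °C; 0% = DMSO wells with yeast and 100% = wells holding no yeast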
mIAP block: blocks mouse intestinal alkaline phosphatase; purified mouse IAP, CDP-Star luminescence, 30 min; hit rate 0.2% among 330,000; inhibition, % at 10 µM;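 active means inhibition of at least 40% at 10 µM in the primary screen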;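 further: plate controls were DMSO with enzyme for no effect and no enzyme wells for full effect; values of inactives mirror those of a sister screen read the other way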
mIAP activ: increases mouse intestinal alkaline phosphatase activity | hit rate 0.24% among 330,000 | muIAP, CDP-Star luminescence, 30 min; stronger effect = higher value; 1 = vehicle-only enzyme signal, 0 = enzyme-free wells | activation factor at 10 µM;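 active means activation factor of at least 2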; further: the source names both 10 and 20 µM as test concentration; values of inactives mirror those of a sister screen read the other way
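Assay system: mouse IAP enzyme / Compound: DMSO-dissolved test compounds / Timing: 30 min, room temperature / Measured by: luminescence from enzymatic CDP-Star hydrolysis / Control set: DMSO-only wells, enzyme-free buffer wells as negative control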
TIM10 inh: inhibits growth of TIM10 yeast strain; inhibition, % at 10 µM; hit rate 1.4% among 330,000; S. cerevisiae TIM10 strain growth, BacTiter-Glo luminescence, 24 h;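 active means inhibition of 40% or more at the single tested concentration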;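 further: wild-type TIM10 isogenic control strain grown at permissive 25 °C; 0% = DMSO yeast wells and 100% = minimal medium wells without yeast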
hIAP inh: human IAP inhibition. purified IAP, CDP-Star luminescence, 30 min. AID 2544. inhibition, % at 10 µM. hit rate 0.12% among 330,000;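 active means inhibition reaching a set limit with compound at 10 µM in the primary screen, cut at about 35% in these data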;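 further: plate controls were DMSO wells with enzyme for no effect and no-enzyme buffer wells for full effect; values of inactives mirror those of a sister screen read the other way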
An asterisk follows results filed as active; & = joins results of further samples.

SMILES	hIAP act	ATG4B inh	NALP3 yeast inh	Apaf-1 inh	tim10-1 inh	mIAP block	mIAP activ	TIM10 inh	hIAP inh
CC(=O)Nc1cccc(-c2nnc3n2CC(C)S3)c1 (centres undefined)	1.1	25	14	-9	-19	-4	1	-15	-7
CCN(CC)S(=O)(=O)c1ccc2oc(C(=O)N3CCCCCC3)c(C)c2c1	0.86	-7	23	12	35	8	0.92	2	14
CCn1nccc1C(=O)Nc1ccc(Cl)cn1	0.95	0	-2	-2	20	-1	1	19	5
COc1ccc(C(=O)C(C)OC(=O)c2cccc(S(=O)(=O)Nc3c(C)n(C)n(-c4ccccc4)c3=O)c2)cc1 (centres undefined)	0.94	3	-9	2	4	13	0.87	-1	6
COc1ccc(CN2CCN(CCc3ccccc3)C(CCO)C2)cc1Cn1cncn1 (centres undefined)	1.2	-3	-14	5	-4	-1	1	-6	-20
COc1ccc(N2CCN(C(=O)C(NC(=O)c3c(F)cccc3F)C(C)C)CC2)cc1 (centres undefined)	1.2	-2	-2	10	15	-10	1.1	-4	-16
COc1ccc(-n2cnc3cc(NCc4ccccn4)ccc32)cc1	1.1	-1	21	23	-16	-6	1.1	23	-8
CCOc1ncccc1C(=O)OCC(=O)c1ccc(Br)s1	1.1	1	6	13	-11	-15	1.2	-6	-8
CCOc1ccc(NS(=O)(=O)c2ccc(Cl)c(C(=O)N(C)Cc3cccnc3)c2)cc1	0.89	-3	11	-1	2	1	0.99	-7	11
Cc1oc2c(CN3CCCC3)c(O)ccc2c(=O)c1-c1ccc(Cl)cc1	1.1	0	9	8	14	0	1	-8	-9
Cc1ccc(C2=NNC(=O)C(c3ccc(Cl)cc3)C2)cc1 (centres undefined)	0.97	-4	22	25	28	-12	1.1	-17	3
COc1ccc(C2C(C(=O)NCc3ccccc3)=C(C)Nc3ncnn32)cc1OC (centres undefined)	1.1	2	-5	4	2	-6	1.1	-3	-6
Cc1cc(C)c(S(=O)(=O)NCc2cn3c(C)csc3n2)c(C)c1	0.96	-2	11	0	18	5	0.95	22	4
Cc1cc(C)c(OCC(=O)Nc2ccc3c(c2)OCO3)cc1C	0.86	-1	9	-2	-22	6	0.94	-5	14
Cn1c(N)c(C(=O)CSc2nc(C3CC3)n(-c3ccccc3)n2)c(=O)[nH]c1=O	1.1	-47	5	-9	0	-4	1	-5	-6
CCOc1ccccc1C(=O)N/N=C/c1ccoc1	0.91	-6	10	2	6	10	0.9	2	9
CNC(=O)c1nnn(-c2ccccc2)c1C(=O)NC	1.3	5	7	-22	-13	-7	1.1	6	-34
COc1cccc(N/C=C(\C#N)c2ccc(OCCCF)cc2)c1	0.98	9	14	-2	10	-11	1.1	7	2
CCOC(=O)C(C)Sc1nc2ccccc2c(=O)n1CC (centres undefined)	1	18	14	-14	9	3	0.97	-11	-2
O=C(NN1C(=O)C2C3C=CC(C3)C2C1=O)c1cccc(Cl)c1 (centres undefined)	1.1	-4	11	4	7	0	1	-4	-7
CNC(=O)CN(c1cc([N+](=O)[O-])ccc1OC)S(C)(=O)=O	0.98	6	8	-5	2	-5	1.1	-4	2
Cc1ccc(S(=O)(=O)N2CCN(CC(=O)N/N=C/c3ccc(C)o3)CC2)cc1	0.81	-3	10	4	7	9	0.91	3	19
CC1(C)S[C@@H]2[C@H](NC(=O)[C@H](N)c3ccccc3)C(=O)N2[C@H]1C(=O)OC1OC(=O)c2ccccc21 (some centres undefined)	0.96	2	12	-7	-11	-1	1	9	4
COc1ccc2cc(CN(CC3COCCO3)S(=O)(=O)c3ccc(Cl)cc3)c(=O)[nH]c2c1 (centres undefined)	1	-6	5	8	3	-10	1.1	5	-3
O=C(Nc1ccc([N+](=O)[O-])cc1Cl)c1cc(Cl)ccc1O	1	2	96*	4	30	2	0.97	21	0
COC(=O)C1=C(C)NC(C)=C(C(=O)OC)C1c1ccc(-c2cccc([N+](=O)[O-])c2)o1	1.1	-9	23	11	-5	3	0.97	-15	-7
CC1CCN(c2c(NCc3ccc(C(=O)NCCc4ccc(Cl)cc4)cc3)c(=O)c2=O)CC1	1.1	-4	19	30	-6	-28	1.3	3	-8
O=C(NCc1ccccn1)C1CCN(S(=O)(=O)c2ccccc2F)CC1	0.96	-7	4	0	5	-2	1	-11	4
CCOc1ccc(S(=O)(=O)N2CCC(C(=O)OC(C)C(=O)NC3CCCCC3C)CC2)cc1 (centres undefined)	0.93	-12	-7	1	22	-12	1.1	7	7
Nn1c(SCC(=O)NCCc2ccc(F)cc2)nnc1C1CCCCC1	0.89	-7	14	14	11	-3	1	1	11

Copied from the list.
CCOC(=O)C(C)Sc1nc2ccccc2c(=O)n1CC (centres undefined) – ATG4B inh = 18
Nn1c(SCC(=O)NCCc2ccc(F)cc2)nnc1C1CCCCC1 – ATG4B inh = -7

Next results
SMILES	hIAP act	ATG4B inh	NALP3 yeast inh	Apaf-1 inh	tim10-1 inh	mIAP block	mIAP activ	TIM10 inh	hIAP inh
Cc1c(Cl)c(-c2n[nH]c(=S)n2CC(C)C)nn1C	0.99	-5	9	5	6	-4	1	4	1
O=C(CSc1nnc(Cc2ccccc2)n1-c1ccccc1)NNC(=O)Cc1ccccc1	2.1*	3	18	16	1	0	1	7	-114
Cc1ccccc1Cn1cc(NC(=O)c2cc(-c3cccs3)on2)cn1	0.75	25	7	-1	5	4	0.96	9	25
COc1cc(C2NC(=O)NC(C)=C2C(=O)OC(C)(C)C)ccc1OCC(N)=O (centres undefined)	1	-7	4	6	9	0	1	5	0
COc1ccc(-c2coc3cc(OC(C)=O)c(OC)cc3c2=O)cc1	1	-10	16	-8	4	-3	1	19	-4
Cc1ccccc1NC(=O)Cc1nc(COC(=O)CCC(=O)c2ccccc2)cs1	0.81	-1	11	0	21	-1	1	19	19
CC(C)NC(=O)NC(=O)CN1c2cccc3cccc(c23)S1(=O)=O	0.8	-3	5	13	15	5	0.95	12	20
Cn1c(/C(C#N)=C/c2ccc(O)cc2)nc2ccccc21	0.95	-16	26	-4	12	4	0.96	-6	5
Cc1ccc(-c2nnc3n2CCCCC3)cc1	0.99	-1	17	-2	-25	2	0.98	2	1
CC(C)C(=O)N1CCN(c2ccccc2NC(=O)c2cccc3ccccc23)CC1	1.2	1	21	14	15	-6	1.1	9	-16
O=c1cc(N2CCc3ccccc3C2)[nH]c(=O)n1-c1ccccc1Cl	1.1	3	1	0	-16	-11	1.1	-10	-6
COc1ccc(C(CC(=O)NCCN2CCOCC2)NS(=O)(=O)c2ccc(C)cc2)cc1 (centres undefined)	1.1	-9	3	-12	-8	-5	1	-17	-8
CC(=O)c1ccccc1Oc1ncnc(N)c1[N+](=O)[O-]	1	4	14	-3	6	0	1	17	-2
O=C(NCc1ccc2c(c1)OCO2)c1c(-c2ccsc2)sc2ccccc12	1.1	13	20	11	6	6	0.94	6	-7
CN(C(=O)c1cccc(C#N)c1)c1nnc(C2CCOC2)s1 (centres undefined)	0.98	-5	10	-2	11	-3	1	-8	2
CCOC(=O)N1CCC(N(CCN(C)C)C(=S)Nc2cccc(OC)c2)CC1	1.1	-7	-4	-17	0	4	0.96	1	-5
Cc1onc(-c2ccccc2)c1C(=O)N1CCN(S(=O)(=O)c2ccc3c(c2)OCCO3)CC1	0.97	9	2	1	25	-9	1.1	6	3
O=C(C[C@H]1C/C=C\CCC(=O)O[C@@H](c2ccccc2)CNC1=O)NCCO	0.87	5	10	1	10	-6	1.1	0	13
COc1ccc(Cl)cc1NC(=O)C/C(C)=N/NC(=O)c1ccc(O)cc1	1.1	-4	12	-7	15	5	0.95	12	-6
Cc1cc(C(=O)NCC(=O)Nc2c(C)cccc2C)c2ccccc2n1	0.8	5	7	-14	-8	-5	1.1	-1	20
CN(C(=O)CCc1nnc(Cc2ccc(-c3ccccc3)cc2)o1)C1CCOCC1	1.1	-5	21	-5	2	3	0.97	13	-14
CC(=O)NS(=O)(=O)c1ccc(NC(=S)NC(=O)C(C)(C)C)cc1	0.8	-2	-3	-18	15	3	0.97	2	20
CC(C)(C)C1COc2ccccc2N1C(=O)c1cccc(Cl)c1 (centres undefined)	0.91	8	17	11	7	-8	1.1	-7	9
CCOC(=O)CSc1nnc(CNC(=O)c2cccs2)n1-c1cccc(C)c1	1	4	-11	-4	18	-4	1	5	-2
Cn1c(SCc2cccc(F)c2)nnc1-c1ccncc1	1.2	3	20	1	11	10	0.9	10	-19
COc1ccc(O)c(C(=O)c2cc(C#N)c(=O)n(-c3c(C)n(C)n(-c4ccccc4)c3=O)c2)c1	0.9	-10	4	-40	18	10	0.9	11	10
Cc1cccc(C)c1NC(=O)C[N+](C)(C)CC(O)COc1cccc2ccccc12 (centres undefined)	1.2	-1	-1	20	9	5	0.95	8	-20
CCC(C)NS(=O)(=O)c1ccc(OCC(=O)Nc2ccc3c(c2)OCO3)cc1 (centres undefined)	1.1	-29	-18	2	1	2	0.98	7	-6
CC#CCc1cc2ccccc2c(=O)o1	1.1	-9	-15	0	5	-10	1.1	2	-8
COc1n[nH]c(C(=O)NCc2ccccc2)c1[N+](=O)[O-]	0.84	0	12	-12	2	5	0.95	6	16
CCCCn1cnc(C(=O)OCC)c1N	0.96	6	-9	-7	15	-2	1	-7	4
COc1ccc(CN(C)C(=O)/C=C/c2ccc(S(=O)(=O)N3CCOCC3)cc2)cc1F	1	-2	10	2	31	7	0.93	21	-2
Cn1c(Cn2cnc(Cl)c2Cl)nc2ccccc21	1	0	-2	-2	-3	-3	1	10	-5
O=C1CCCCN1CCCC(=O)N1CCCC(Nc2ccc(F)cc2)C1 (centres undefined)	1.2	-8	16	2	-15	-10	1.1	-1	-23
CN(C)c1ccc(/C=C/c2ccc3ccccc3[n+]2C)cc1	0.93	5	52*	18	85*	42*	0.58	81*	7
c1ccc2cc3[nH]c(CN4CCOCC4)nc3cc2c1	0.99	-1	-10	0	-8	5	0.95	2	1
CCC(=O)Nc1ccc(Oc2ccc3c(c2)C(=O)N(c2ccc(O)cc2)C3=O)cc1	1	-9	12	-24	23	0	1	15	0
NC(=O)N1c2ccccc2C=Cc2ccccc21	1.1&0.87	-5&3	12&12	1&-2	4&6	6&8	0.94&0.93	1&1	-14&13
Cc1ccc(S(=O)(=O)N2CCC(C(=O)Nc3cccnc3)CC2)cc1	0.98	0	5	-1	-6	-6	1.1	-11	2
O=C(Nc1ccc(Oc2ccc(NC(=O)c3ccco3)c(NC(=O)c3ccco3)c2)cc1)c1ccco1	0.85	-10	13	-6	26	-32	1.3	39	15
O=C(CCSc1nc2ccccc2o1)N1CCOCC1	1.2	2	19	-6	17	3	0.97	-18	-23
CC(C)(C)OC(=O)N1CCCN(C(=O)Nc2ccc(OC(F)(F)F)cc2)CC1	1.2	-6	21	15	33	-6	1.1	1	-22

Single records (already shown). Values in the order: hIAP act, ATG4B inh, NALP3 yeast inh, Apaf-1 inh, tim10-1 inh, mIAP block, mIAP activ, TIM10 inh, hIAP inh
CN(C)c1ccc(/C=C/c2ccc3ccccc3[n+]2C)cc1 in the list: 0.93, 5, 52*, 18, 85*, 42*, 0.58, 81*, 7
O=C1CCCCN1CCCC(=O)N1CCCC(Nc2ccc(F)cc2)C1 (centres undefined) in the list: 1.2, -8, 16, 2, -15, -10, 1.1, -1, -23
